Screening results deposited in PubChem by National Center for Advancing Translational Sciences (NCATS).
D1 antagonist: Antagonist of Human D 1 Dopamine Receptor: qHTS | D(1A) dopamine receptor (Homo sapiens), P21728 | HEK293 TREx D1 cells, calcium flux, dopamine EC80; hits give low values | activity change, negative = inhibition, % at 10 µM | actives 3.2% (n = 360,000) | AID 504652, 2011; in the data active = activity change below about -30%; also: % is scaled to controls: 0 for no effect and ±100 for the full control effect
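Antagonism measured as reduced calcium response to an EC80 dopamine addition following 180 s compound pre-read; cells were inducible HEK293 Trex D1 plated overnight at 30 C, read kinetically at 1 cycle/sec.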
D1 agonist: Allosteric Agonists of the Human D1 Dopamine Receptor: qHTS; D(1A) dopamine receptor (Homo sapiens), P21728; activation, % at 2 µM; actives 1% (n = 360,000); HEK293 T-REx D1 cells, calcium flux, agonist mode; also: 0% is about no effect
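Inducible HEK293 T-REx D1 cells, force-coupled to calcium signalling, were plated at 4000 cells/well with tetracycline and held overnight at 30 C. After no-wash calcium dye loading, compound-evoked calcium rise over 180 s flagged agonists.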
TRHR ag: qHTS for Small Molecule Agonists and Allosteric Enhancers of Human TRH Receptor: Primary Screen for Agonists; activation, % at 2 µM; actives 0.18% (n = 360,000); AID 493084, 2011; Thyrotropin-releasing hormone receptor (Homo sapiens), P34981; TRHR cells, calcium flux fluo-8, FDSS agonist mode; also: 0% is about no effect
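Read-out: compound-evoked intracellular calcium rise in TRHR cells, fluo-8 dye, kinetic FDSS fluorescence at 1 s/cycle following a 10-cycle baseline. Cells cultured overnight before dye loading (30 min–1.5 h, RT).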
TRHR enhancer: qHTS for Small Molecule Agonists and Allosteric Enhancers of Human TRH Receptor: Primary Screen for Enhancers. actives 0.66% (n = 360,000). AID 493056, 2011. TRHR cells, fluo-8 calcium fluorescence, EC20 TRH enhancement. enhancement, % at 2 µM. Thyrotropin-releasing hormone receptor (Homo sapiens), P34981; in the data active = enhancement above about 30%; also: 0% is about no effect
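TRHR-expressing cells loaded with fluo-8 calcium dye were read kinetically (ex 480/em 530) during compound addition, then stimulated with an EC20 of TRH (10 nM final). Enhancement of the Gq-mediated intracellular calcium response was scored.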
RXFP1 antag: qHTS Assay for Antagonists of the Relaxin Receptor RXFP1 | Relaxin receptor 1 (Homo sapiens), Q9HBX9 | HEK293-RXFP1, relaxin-stimulated cAMP HTRF, 30 min; hits give low values | activity change, negative = inhibition, % at 57.5 µM | actives 0.59% (n = 350,000);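 active = activity change of -60% or lower, but not beyond a set lower limit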; also: % is scaled to controls: 0 for no effect and ±100 for the full control effect
D2 ag: HTS Assay for Allosteric Agonists of the Human D2 Dopamine Receptor: Primary Screen for Agonists; HEK293 T-REx D2 cells, calcium flux agonist mode; activation, % at 2 µM; actives 0.53% (n = 340,000); AID 485358, 2010;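 active = activation over 3 SD above normal in the single-dose calcium agonist read, cut at about 30% in these data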; also: 0% is about no effect
Target sequence (P14416 whole entry, looked up): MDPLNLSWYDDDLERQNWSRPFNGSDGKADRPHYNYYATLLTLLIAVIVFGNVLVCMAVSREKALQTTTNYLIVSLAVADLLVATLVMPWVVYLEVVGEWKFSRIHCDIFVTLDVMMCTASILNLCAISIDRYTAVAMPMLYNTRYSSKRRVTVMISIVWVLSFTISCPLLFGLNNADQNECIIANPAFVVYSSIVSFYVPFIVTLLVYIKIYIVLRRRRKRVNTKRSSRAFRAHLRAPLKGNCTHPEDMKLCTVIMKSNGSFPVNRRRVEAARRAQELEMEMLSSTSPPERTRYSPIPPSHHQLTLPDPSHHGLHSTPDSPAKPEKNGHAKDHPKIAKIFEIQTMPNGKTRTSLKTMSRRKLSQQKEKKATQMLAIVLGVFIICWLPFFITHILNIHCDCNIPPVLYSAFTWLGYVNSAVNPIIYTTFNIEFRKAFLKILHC
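Tetracycline-induced HEK293 Trex cells with D2 receptor force-coupled to calcium signaling, plated overnight at 30 C and loaded with no-wash calcium dye. Calcium flux read kinetically for 180 s after compound addition; responses flag agonists.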
D2 PAM: HTS Assay for Positive Allosteric Modulators of the Human D2 Dopamine Receptor: Primary Screen for Potentiators; D(2) dopamine receptor (Homo sapiens), P14416; HEK293 T-REx D2, calcium flux, EC20 dopamine potentiation; potentiation, % at 10 µM; actives 0.34% (n = 340,000);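 active = potentiation over 3 SD above the plate norm, cut at about 30% in these data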; also: 0% is about no effect
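Primary screen. Calcium kinetics in induced HEK293 T-REx D2 cells: compound pre-addition 180 s, EC20 dopamine, 180 s more.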
D1 potentiator: Potentiators of Human D1 Dopamine Receptor: qHTS. potentiation, % at 10 µM. actives 0.036% (n = 360,000). HEK293 TREx D1 cells, calcium flux, dopamine EC20 potentiation. D(1A) dopamine receptor (Homo sapiens), P21728; in the data active = potentiation above about 30%; also: 0% is about no effect
D2 antag: HTS Assay for Allosteric Antagonists of the Human D2 Dopamine Receptor: Primary Screen for Antagonists; D(2) dopamine receptor (Homo sapiens), P14416; HEK293 TREx D2 cells, calcium flux, dopamine EC80; inhibition, % at 10 µM; actives 2% (n = 340,000); in the data active = inhibition above about 30%; also: 0% is about no effect
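Tetracycline-induced HEK293 TREx cells expressing D2 receptor forced-coupled to calcium signalling, loaded with no-wash calcium dye. Compounds added and calcium flux read 180 s, then dopamine added at EC80 and read a further 180 s.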
* hit, by the source's call; / = no result given. Rule as the data show it, unless noted: active = activation above about 30%; inactive = the rest.

SMILES | D1 antagonist | D1 agonist | TRHR ag | TRHR enhancer | RXFP1 antag | D2 ag | D2 PAM | D1 potentiator | D2 antag
Cc1cc(C)cc(NC(=O)CC2Oc3ccc(C)cc3NC2=O)c1 (configuration not stated) | 15 | 3 | 0.7 | 3 | -23 | / | -12 | 0 | 3
CCOc1ccc(C(=O)c2cn(CC(=O)Nc3ccc4c(c3)OCO4)c3ccc(OC)cc3c2=O)cc1 | 0 | 5 | 0.5 | -3 | / | 0.5 | -14 | 0 | /
O=C(Cc1ccc2c(c1)OCCO2)Nc1cccc(S(=O)(=O)N2CCOCC2)c1 | -11 | 6 | 0.0 | 6 | -4 | 0.2 | -5 | -5 | -28
COc1cccc(-n2ccnc2SCC(=O)Nc2nccs2)c1 | -12 | 1 | -0.8 | 4 | -6 | -0.3 | -7 | -3 | -6
Cc1ccc(NC(=O)CCN2CCC(C)CC2)cc1 | 11 | 3 | 0.6 | 1 | -2 | 0.6 | -8 | 1 | -17
O=C(CCNC(=O)c1ccccc1Cl)Nc1cccc(S(=O)(=O)N2CCCC2)c1 | 3 | 9 | 0.1 | 0 | -2 | -0.6 | 9 | / | 15
COc1ccc(NC(=O)CSc2nc(=O)n(CCN3CCOCC3)c3c2CCCC3)c(OC)c1 | 7 | 0 | -0.4 | 4 | 6 | -0.5 | 0 | -4 | -1
COC(=O)N/N=C/c1ccccc1Cl | 3 | 2 | -0.1 | 0 | 20 | 1.3 | -6 | -1 | 3
O=C(COc1ccc2ccccc2c1)Nc1ccccc1C(=O)O | 5 | 2 | -0.1 | -1 | -7 | 0.9 | 6 | 1 | 12
COc1cccc(N2C(=NC(=O)CCC3CCCC3)SC3CS(=O)(=O)CC32)c1 (configuration not stated) | -8 | 3 | -0.4 | -3 | -1 | 0.8 | -2 | -1 | 3
CC(=O)Nc1ccc(S(=O)(=O)N2CCCC3CCCCC32)cc1 (configuration not stated) | -6 | 1 | 0.8 | 4 | 3 | 0.8 | 15 | -2 | -8
C/C(=N/Nc1nc(-c2ccccc2)cc(-c2ccccc2)n1)c1ccc(N)cc1 | 6 | 2 | 0.3 | -7 | / | 1.4 | -14 | -4 | 0
CCOC(=O)C(CC)(CC)/C(C)=N/NC(=O)CC#N | -3 | 1 | 0.7 | -1 | -3 | 0.3 | -2 | -1 | -3
COc1cc2c(cc1N/C=C(\C#N)c1nc(-c3ccc(F)cc3)cs1)oc1ccccc12 | 10 | 1 | 0.4 | -4 | -19 | 1.7 | -3 | -1 | 2
Cc1ccc(C)c(NC(NC(=O)c2ccccn2)C(Cl)(Cl)Cl)c1 (configuration not stated) | 5 | 2 | 0.9 | 3 | -2 | -0.9 | 0 | -2 | -15
CCCn1c(-c2ccc[nH]c2=O)nc2ccccc21 | 5 | 4 | 0.3 | -13 | 6 | -1.3 | 10 | -6 | 24
CCOc1ccc(CC(=O)NC2CC(=O)N(c3ccc4c(c3)OCCO4)C2)cc1 (configuration not stated) | / | -3 | -0.4 | 2 | 3 | 0.6 | / | -1 | /
CN(C)c1ccc(NC(=O)C(=O)C2C(=O)Nc3ccccc32)cc1 (configuration not stated) | 1 | 2 | 0.3 | 1 | 3 | 0.7 | 24 | 0 | 4
CC(C)CNc1ncnc2c1cnn2Cc1ccccc1Cl | -7 | 0 | 0.7 | -4 | 12 | -0.3 | 1 | -5 | 8
CCCCCc1c(O)c2ccccc2[nH]c1=O | -12 | 3 | 1.0 | 4 | -1 | 0.2 | 0 | -2 | 0
C/C(CC(=O)Nc1ccc2c(c1)OCCO2)=N\NC(=O)c1ccccc1Cl | 30 | 0 | 0.6 | -4 | -3 | -2.7 | / | -10 | -8
CN(Cc1cn(-c2ccccc2)nc1-c1ccc(Cl)cc1)C(=O)CCC(=O)O | -1 | 0 | 0.0 | 2 | 14 | -0.1 | 4 | 7 | -6
CCCOc1ccc(NC(=O)OC2CCN(C)CC2)cc1 | -27 | 6 | -0.1 | -7 | -4 | 1.1 | -5 | -2 | 4
CCOC(=O)C1CCCN(CCC(=O)Nc2ccc3c(c2)CCC3)C1 (configuration not stated) | -4 | 0 | -1.4 | -5 | 4 | -1.2 | -36 | -5 | 27
Cc1onc(-c2ccccc2)c1C(=O)OCC(=O)N1CCC(C)CC1 | 0 | 5 | -0.4 | -1 | 1 | -0.5 | 8 | / | -16
O=C(NCc1ccccc1)c1cccn1-c1nnc(N2CCCC2)s1 | 11 | 2 | 0.0 | 7 | -14 | -0.1 | 11 | -4 | /
COc1ccc(N2CCN(C(=O)NCc3ccc(C)cc3)CC2)cc1 | -7 | 3 | -3.0 | 9 | -6 | / | / | -10 | /
COc1cccc(NC(=O)CN(c2cccc(C(F)(F)F)c2)S(C)(=O)=O)c1 | 1 | 13 | -2.1 | 5 | -8 | -1.8 | 12 | -8 | 4

Another view of some results above.
CCCCCc1c(O)c2ccccc2[nH]c1=O
  D1 antagonist: -12
  D1 agonist: 3
  TRHR ag: 1.0
  TRHR enhancer: 4
  RXFP1 antag: -1
  D2 ag: 0.2
  D2 PAM: 0
  D1 potentiator: -2
  D2 antag: 0

CCCOc1ccc(NC(=O)OC2CCN(C)CC2)cc1
  D1 antagonist: -27
  D1 agonist: 6
  TRHR ag: -0.1
  TRHR enhancer: -7
  RXFP1 antag: -4
  D2 ag: 1.1
  D2 PAM: -5
  D1 potentiator: -2
  D2 antag: 4

Exported with tabs: entries from further up.
SMILES	D1 antagonist	D1 agonist	TRHR ag	TRHR enhancer	RXFP1 antag	D2 ag	D2 PAM	D1 potentiator	D2 antag
Cc1ccc(C)c(NC(NC(=O)c2ccccn2)C(Cl)(Cl)Cl)c1 (configuration not stated)	5	2	0.9	3	-2	-0.9	0	-2	-15
CCCn1c(-c2ccc[nH]c2=O)nc2ccccc21	5	4	0.3	-13	6	-1.3	10	-6	24
CCOc1ccc(CC(=O)NC2CC(=O)N(c3ccc4c(c3)OCCO4)C2)cc1 (configuration not stated)	/	-3	-0.4	2	3	0.6	/	-1	/
CN(C)c1ccc(NC(=O)C(=O)C2C(=O)Nc3ccccc32)cc1 (configuration not stated)	1	2	0.3	1	3	0.7	24	0	4
